# Bioassay records (PubChem BioAssay)
# PI5P4K alpha inh – blocks human PI5P4K alpha kinase activity | PI5P4Kalpha enzyme, ADP-Glo luminescence, 60 min; stronger effect = lower value | max response, % | 1.2% of 330,000 active | AID 652105; active means max response of -50% or lower; inconclusive means between -30% and -50%; inactive means -30% or higher; further: value at the top dose of about 77 µM; on the % scale 0 is the no-effect control and ±100 the full control effect
# Target sequence (P48426 whole entry, looked up): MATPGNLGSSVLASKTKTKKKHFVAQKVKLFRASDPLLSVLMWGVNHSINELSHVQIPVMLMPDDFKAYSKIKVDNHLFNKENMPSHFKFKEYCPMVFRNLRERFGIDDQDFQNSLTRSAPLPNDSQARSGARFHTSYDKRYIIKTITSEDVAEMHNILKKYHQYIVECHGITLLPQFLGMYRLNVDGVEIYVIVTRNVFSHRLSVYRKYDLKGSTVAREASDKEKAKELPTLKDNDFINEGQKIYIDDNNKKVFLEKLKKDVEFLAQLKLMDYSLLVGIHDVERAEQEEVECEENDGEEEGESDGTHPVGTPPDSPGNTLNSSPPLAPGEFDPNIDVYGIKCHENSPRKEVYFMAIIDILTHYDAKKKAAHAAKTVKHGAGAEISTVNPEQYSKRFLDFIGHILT
#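 qHTS, 1536-well: enzyme/substrate mix, compound by pin tool, 5 microM ATP final; RT 60 min; ADP-Glo reagents 1 (45 min) then 2 (30 min); luminescence.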
# EPAC1 antag – blocks human EPAC1 exchange factor; O95398; AID 720709; EPAC1 GEF assay, Rap1b-BODIPY-GDP exchange fluorescence; Potency, µM (doses to about 115 µM), for the others: at the top dose activity change, negative = inhibition, actives largely listed as inhibitors; 0.14% of 360,000 active;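 further: potency means the concentration at half of the fitted maximal effect; plate controls were vehicle for no effect and positive control for full effect; nearly all actives have a fitted effect of over 50% in size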
# WRN helicase inh – blocks human WRN helicase; AID 651768; Potency, µM (titrated, usually from 114 µM), for the others: top-dose activity change, negative = inhibition, actives largely listed as inhibitors; Q14191; WRN helicase unwinding, fluorescent forked duplex, kinetic; 0.46% of 360,000 active; further: potency means the concentration at half of the fitted maximal effect; on the % scale 0 is the no-effect control and ±100 the full control effect; nearly all actives have a fitted effect of over 55% in size
#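 Enzyme (20 nM final) and test compound sit together 15 min at room temperature before substrate addition. Substrate is a single-forked duplex oligonucleotide (100 nM) labelled with fluorophore and quencher, with 2 mM ATP; helicase unwinding raises red fluorescence, read kinetically.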
# EPAC1 ag – EPAC1 (human) agonism | EPAC1 agonist qHTS, biochemical assay; response scale: 100% = response to 6.5 mM cAMP | 0.073% of 360,000 active | AID 720707 | Potency, µM (highest dose often 154 µM), for the others: top-dose activation, hits mostly activators; further: potency means the concentration at half of the fitted maximal effect; nearly all actives have a fitted effect of over 60% in size
#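 Multi-concentration qHTS readout: loss of Rap1B-bound BODIPY-GDP fluorescence driven by 100 nM EPAC1 with excess GDP (50 uM), monitored kinetically at room temperature; agonist response expressed relative to 6.5 mM cAMP.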
# PLK1 PBD inh – blocks phosphopeptide binding to human PLK1 polo-box domain; Plk1 PBD binding of FITC phosphopeptide, fluorescence polarization; 2.8% of 360,000 active; Potency, µM, for inactives: max response, negative = inhibition, actives largely listed as inhibitors; further: potency means the concentration at half of the fitted maximal effect; series mostly up to about 57 µM; on the % scale 0 is the no-effect control and ±100 the full control effect; nearly all actives have a fitted effect of over 65% in size
# Target sequence (P53350 whole entry, looked up, the tested form may be a part): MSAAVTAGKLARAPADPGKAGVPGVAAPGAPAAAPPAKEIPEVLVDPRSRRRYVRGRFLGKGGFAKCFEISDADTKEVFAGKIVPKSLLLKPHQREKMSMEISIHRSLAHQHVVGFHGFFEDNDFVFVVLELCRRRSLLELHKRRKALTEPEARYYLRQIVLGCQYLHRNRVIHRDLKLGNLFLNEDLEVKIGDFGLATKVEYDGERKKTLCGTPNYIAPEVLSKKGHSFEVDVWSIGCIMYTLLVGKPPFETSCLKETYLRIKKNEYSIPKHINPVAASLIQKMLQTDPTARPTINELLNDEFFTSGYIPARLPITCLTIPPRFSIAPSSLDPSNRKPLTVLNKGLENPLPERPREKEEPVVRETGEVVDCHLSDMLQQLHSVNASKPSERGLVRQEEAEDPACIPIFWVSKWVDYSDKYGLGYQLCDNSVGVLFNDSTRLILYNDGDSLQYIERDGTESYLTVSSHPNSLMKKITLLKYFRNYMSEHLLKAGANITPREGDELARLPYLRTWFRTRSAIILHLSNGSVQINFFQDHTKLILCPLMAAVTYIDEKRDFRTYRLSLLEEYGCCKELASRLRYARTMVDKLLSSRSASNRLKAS
# Abeta yeast res – restores growth of yeast expressing A-beta42 peptide; 0.063% of 410,000 active; AID 1347071; yeast expressing A-beta42, growth rescue, OD600, 48 h; response scale: 0% DMSO, 100% iron-clioquinol control; Potency, µM (top dose mostly 46.1 µM), for the others: at the top dose growth rescue, usual class: activators; further: potency means the concentration at half of the fitted maximal effect; nearly all actives have a fitted effect of over 55% in size
#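 Yeast A-beta toxicity model in growth medium with pinned compounds, 48 h at 30 C; growth read as absorbance at 600 nm. Normalized to FeCl3/clioquinol equimolar mix (positive) and DMSO (negative).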
# IL2 activator – IL-2 activation | IL-2 activation reporter assay, cell-based qHTS; stimulated with anti-CD3/CD4/CD28 beads; in transgenic mouse T cells | activation, % (series mostly up to about 46 µM) | 0.065% of 360,000 active; in the data active means activation above about 50%; inconclusive means mostly about 30% to 49%; further: 0% is about no effect
#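 Screening format: compound pinned onto unstimulated transgenic mouse T cells, 60 min incubation, then anti-CD3/anti-CD4/anti-CD28 bead stimulation for 18 hours at 37 degrees C, followed by EGFP and DsRed detection.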
# aSyn yeast inh – inhibitors of alpha-synuclein toxicity in yeast; 0.14% of 370,000 active; Yeast expressing alpha-synuclein, growth rescue, BacTiter-Glo, 24 h; Potency, µM (titrated, usually from 46.1 µM), for inactives: at the top dose growth rescue (activation), usual class: activators; further: potency means the concentration at half of the fitted maximal effect; % of control where 0% means no effect; nearly all actives have a fitted effect of over 65% in size
#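 Readout is rescue of growth in alpha-synuclein-expressing yeast, so inhibitors of toxicity appear as activators. Growth after 24 hr at 30 deg C in galactose medium is quantified by luminescence.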
# FUS yeast rescue – FUS proteinopathy suppression in yeast; 0.24% of 390,000 active; Potency, µM (doses to about 76.6 µM), for inactives: at the highest dose growth rescue (activation), usual class: activators; S. cerevisiae FUS-expressing, growth rescue, OD600, 24 h; AID 1347120;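 further: potency means the concentration at half of the fitted maximal effect; plate controls were DMSO vehicle for no effect and reference control for full effect; nearly all actives have a fitted effect of over 55% in size; some results filed as inactive show a strong effect at the top dose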
#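 Yeast expressing FUS under galactose induction, OD 0.005 in 2% galactose medium; compounds in a dilution series, 24 h at 30C. Growth rescue by absorbance at 600 nm; CP55940 positive control, DMSO negative.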
# Starred values were filed as active, the others as inactive; ? = inconclusive; nt = no result given; & = joins results of further samples; [ ] = dose if it differs, or a comment. Unless noted, the call rests on the fitted dose curve; in most records, active means well fitted curve in the direction sought with a large enough effect; inconclusive means small, poorly fitted or top-dose-only effect, or another doubt; inactive means no such curve, though single readings can be large; an effect the other way counts as inactive or inconclusive. An unsorted share of the library (roughly 4.1% active in at least one column).
SMILES,PI5P4K alpha inh,EPAC1 antag,WRN helicase inh,EPAC1 ag,PLK1 PBD inh,Abeta yeast res,IL2 activator,aSyn yeast inh,FUS yeast rescue
CCCCCCCC#Cc1ccccc1/C=N/S(=O)c1ccc(C)cc1 (stereo unspecified),-100*,8%,-4%,4%,15µM*,-13%,-0.8,-6%,-6%
O=C(O)C1CSC(c2ccc(O)c([N+](=O)[O-])c2)N1 (stereo unspecified),?,-1%,1%,2%,-12%,-17%,-3.6,-29%,23%
O=c1[nH]c(C2CCCN(S(=O)(=O)c3ccccc3)C2)nc2c1nnn2Cc1ccc2c(c1)OCCO2 (stereo unspecified),-4,-4%,2%,-5%,5%,nt,-0.2,8%,-8%
CCCCCCn1c(=O)n2n(c1=O)C[C@]1(OC(=O)NC3CC3)CN(S(=O)(=O)c3ccc(C)cc3)C[C@]1(O)C2,1,-8%,-5%,-8%,-3%,7%,-2.5,0%,26%
C[C@H](NS(=O)(=O)c1ccc(Cl)c(Cl)c1)C(=O)OCc1cc(=O)n2cc(Br)ccc2n1,2,-13%,-3%[11.6 µM],-9%,-12%,5%,3.4,2%,nt
O=C(CSc1nnnn1C1CCCC1)Nc1ccc2c(c1)OCCO2,nt,-5%,-5%,12%,0%,3%,0.8,1%,-8%
CCc1cccc(NC(=S)N2CCC(c3ccccc3)C2)c1 (stereo unspecified),1,?,-32%,5%,-12%,?,-2.1,10%,20%
Cc1cccc(NC(=O)Cn2nnc(C(=O)Nc3ccc(F)c(Cl)c3)c2N)c1,-2,-12%,-8%,1%,-3%,-11%&-16%,0.1,1%,3%&14%
CC(=O)Nc1cccc(C(=O)OC(C)C(=O)NC2CCCc3ccccc32)c1 (stereo unspecified),-2,-12%,1%,?,1%,-6%,-0.4,3%,5%
O=C1Nc2ccc([N+](=O)[O-])cc2OC1CCN1CCOCC1 (stereo unspecified),-1,-13%,-5%[57.1 µM],13%,3%,1%,2.0,-10%,-2%
COC(=O)C1=NN(C(C)(C)CC(C)=O)C2C(=O)N(C3CCCCC3)C(=O)C12 (stereo unspecified),16,-10%,2%,8%,0%,nt,1.7,7%,-4%
COC(=O)c1c(NC(=O)C2COc3ccccc3O2)sc2c1CCN(C(=O)OC)C2 (stereo unspecified),2,-4%,10%,-12%,2%,-5%,-2.0,2%,24%
O=C(CSc1nnc2ccccn12)NCCN1C(=O)CSC1=O,9,10%,7%,0%,-4%,6%,0.3,-5%,6%
Cc1ccc(C(=O)NNC(=O)C2CCN(S(=O)(=O)c3ccc(C)cc3)CC2)cc1,-7,-23%,-2%,0%,-1%,-8%,4.8,-7%,1%
Cc1cc(NC(=O)CSc2nc(Cc3ccc(O)cc3)c(C)[nH]2)no1,0,-17%,-16%,11%,-12%,9%,-3.8,-7%,-1%
CCCCCCn1c(=O)n2n(c1=O)[C@@H]1CN(S(=O)(=O)c3ccc(C)cc3)C[C@]1(O)[C@@H](OC(=O)Nc1cccs1)C2,-4,-22%,-12%,-16%,-30%,6%,-4.7,6%,?
COc1cc(C(O)c2nc(-c3ccncc3)cs2)ccc1F (stereo unspecified),-2,-29%,3%,0%,-16%,-19%,-0.7,0%,-12%
COCCN(C(=O)c1ccccc1Oc1ccccc1)c1c(N)n(CC(C)C)c(=O)[nH]c1=O,-1,-20%,4%,8%,-14%,7%,-0.4,-8%,-9%
COc1cc(/C=C2\SC(=S)N(C(C(=O)O)c3ccccc3)C2=O)ccc1O (stereo unspecified),-19,?,50µM*,-12%,8%,-23%,-0.8,-15%,-1%
CCN1CCN(C(=O)c2sc3ncnc(N4CCc5ccccc5C4)c3c2C)CC1,-1,-4%,2%,14%,-10%,4%,-3.0,0%,-16%
COC(=O)c1ccc(CSc2nc3c(cnn3-c3ccc(C)c(C)c3)c(=O)[nH]2)o1,3,-24%,3%,5%,27µM*,-9%,0.1,-7%,11%
COCC(C)n1c(SCC(=O)Nc2oc(C)c3c(C)n[nH]c(=O)c23)nc2ccccc2c1=O (stereo unspecified),-3,1%,-12%,4%,-5%,3%,2.9,-9%,nt
CC(C)Sc1nc2ccccc2[nH]1,-3,-8%,3%,1%,-29%,-4%,0.0,6%,-49%
N/C(Cc1ccc([N+](=O)[O-])cc1)=N\OC(=O)C(c1ccccc1)c1ccccc1,nt,-20%,-12%,8%,0%,-6%,0.8,-70%[inhibitor],6%
COc1ccc(-c2cc(C(=O)N3CCN(c4ccccc4)CC3)c3ccccc3n2)cc1,-1,25%,-9%,4%,3%,-32%[inhibitor],-2.8,-7%,?

# (cont.)
SMILES,PI5P4K alpha inh,EPAC1 antag,WRN helicase inh,EPAC1 ag,PLK1 PBD inh,Abeta yeast res,IL2 activator,aSyn yeast inh,FUS yeast rescue
Oc1ccccc1/C=N/NC(=S)NC1CC2CC1C1C=CCC21 (stereo unspecified),-1,-29%,-30%,10%,2%,27%,-0.7,-71%[inhibitor],9%
CCN(CC)c1ccc(/C=N/OCC(=O)Nc2cccc(C)c2)cc1,11,-13%,-29%[57.1 µM],?,25%,22%,3.1,1%,10%
Cc1ccc(S(=O)(=O)Oc2ccccc2-c2ccccc2)cc1,9,-11%,-5%,-12%,-3%,-12%,-1.0,1%,8%
Cc1ccc(NC(=O)c2cccnc2C(=O)O)nc1,1,-16%,-29%,-8%,-3%,-5%,-0.8,-3%,5%
CCOC(=O)C1=C(C)N(Cc2ccccc2)C(=O)NC1c1ccccc1OS(=O)(=O)c1ccccc1[N+](=O)[O-] (stereo unspecified),-1,1%,0%,4%,0%,6%,-0.3,6%,27%
CCOC(=O)c1cc(C(O)(C(F)(F)F)C(F)(F)F)c(/N=C/N(C)C)o1,nt,-12%,-8%,-15%,3%,22%,0.3,0%,-6%
CNS(=O)(=O)c1cccc(C(=O)OCc2cc(Cl)cc3c2OCOC3)c1,nt,-13%,-10%,16%,3%,15%,-3.0,4%,34%
CC(=O)N1CCCc2cc(S(=O)(=O)N(C)CC(=O)Nc3ccccc3)ccc21,-2,10%,17%,4%,5%,-4%,-2.8,-2%,-16%
N#CCN(C(=O)COC(=O)C1CC2CCCC(C1)C2=O)c1ccccc1 (stereo unspecified),-1,1%,-7%,5%,-9%,-10%,1.1,0%,23%
COc1ccc(N2C(=O)CC(Sc3nnc(-c4ccccc4F)n3C)C2=O)cc1 (stereo unspecified),0,-20%,-7%,8%,24µM*,-24%,-1.4,0%,-8%
C=CCn1c(COc2ccc(OC)cc2)nc2ccccc21,2,2%,-7%,10%,-6%,18%,0.8,9%,-3%
CCN(CC)C(=O)CSc1nnc2nnc3cc(C)ccc3n12,-2,-1%,0%,6%,-14%,22%,-0.2,-4%,21%
COc1ccc(C(O)(C2CCCCC2)C(CN2CCCC2)c2ccccc2)cc1 (stereo unspecified),1,0%,-1%,-5%,1%,-10%,-8.1,2%,18%
COc1ccc(OC)c(NC(=O)COC(=O)/C=C/c2ccco2)c1,-10,-7%,-5%[11.6 µM],5%,-10%,4%,0.0,-5%,5%
Cc1cc(N2CCN(C)CC2)n2nc(-c3ccc(Cl)cc3)nc2n1,-1,6%,-3%,-6%,-10%,-5%,-0.5,4%,-27%
O=C(COc1ncnc2cc([N+](=O)[O-])ccc12)N(CCc1ccccc1)Cc1ccccc1,-12,5%,-3%,3%,-8%,11%,0.7,1%,-26%
CCc1ccc(-n2c(=O)c3ccccc3n3c(=S)[nH]nc23)cc1,-16,16%,-1%,14%,9.5µM*,-18%,1.3,-7%,-25%
COc1cc(/C=C/c2nc3ccccc3c(=O)[nH]2)cc(OC)c1OC,-6,13%,5%,-2%,2%,?,-2.9,5%,-8%
CCc1nc2c(OCc3ccccc3C(=O)OC)cccn2c1N(C)C(=O)c1cccs1,3,8%,-8%,11%,-3%,15%,1.1,0%,11%
CCN(CC(=O)Nc1c(C(=O)OC)[nH]c2ccccc12)c1ccc2c(c1)OCO2,0,3%,-14%,8%,-8%,9%,-3.2,5%,?
O=C(COC(=O)c1cccc(O)c1)c1ccccc1,-10,0%,-5%,-3%,1%,4%,-2.4,9%,-10%
Cc1cccc(NC(=O)CN(CC2CCCO2)C(=O)c2cc3ccccc3o2)c1C (stereo unspecified),6,-5%,0%,-15%,6%,15%,0.8,6%,22%
COc1ccc(C(C)=O)cc1COc1cc(C)c(Cl)c(C)c1,3,-18%,3%,3%,-4%,10%,-0.8,0%,15%
CN1/C(=C\C(=O)CSc2nnc(NCc3ccccc3)s2)C(C)(C)c2ccccc21,0,-16%,?,4%,-11%,?,-0.6,?,39%
Cn1c(SCC(=O)Nc2ccc(C(N)=O)cc2)nc2c(c1=O)SCC2,9,5%,-13%,-2%,-8%,9%,0.8,2%,32%
CCOC(=O)C1Cn2c(nc3c(c2=O)C2(CCCC2)Cc2ccccc2-3)S1 (stereo unspecified),20,-7%,-6%,14%,1%,13%,0.7,-8%,14%
CCN1C[C@@H]2[C@@H]3C(=O)N(Cc4ccccc4)C(=O)[C@@H]3[C@](CC)(C1=O)N2C(=O)c1ccc(F)cc1,-7,-10%,-2%,-2%,-12%,2%,-0.2,2%,-17%

# Single records, as listed above. Values in the order: PI5P4K alpha inh | EPAC1 antag | WRN helicase inh | EPAC1 ag | PLK1 PBD inh | Abeta yeast res | IL2 activator | aSyn yeast inh | FUS yeast rescue
# Entry for CCOC(=O)C1=C(C)N(Cc2ccccc2)C(=O)NC1c1ccccc1OS(=O)(=O)c1ccccc1[N+](=O)[O-] (stereo unspecified) → -1 | 1% | 0% | 4% | 0% | 6% | -0.3 | 6% | 27%
# Entry for CNS(=O)(=O)c1cccc(C(=O)OCc2cc(Cl)cc3c2OCOC3)c1 → nt | -13% | -10% | 16% | 3% | 15% | -3.0 | 4% | 34%
# Entry for CCN(CC)c1ccc(/C=N/OCC(=O)Nc2cccc(C)c2)cc1 → 11 | -13% | -29%[57.1 µM] | ? | 25% | 22% | 3.1 | 1% | 10%
# Entry for COc1ccc(OC)c(NC(=O)COC(=O)/C=C/c2ccco2)c1 → -10 | -7% | -5%[11.6 µM] | 5% | -10% | 4% | 0.0 | -5% | 5%
